TDP1 cell noCPT: qHTS for Inhibitors of human tyrosyl-DNA phosphodiesterase 1 (TDP1): qHTS in cells in absence of CPT; 420,000 tested, 15% active; DT40 Tdp1-/- hTDP1 cells, no CPT, ATP luminescence, 48 h; Potency, µM (highest dose often 46.2 µM), for the others: at the top dose activity change, negative = growth inhibition, hits mostly inhibitors; further: nearly all actives have a fitted effect of over 55% in size
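Growth of hTDP1-complemented DT40 Tdp1-knockout cells is measured by ATP luminescence after at least 48 hr compound exposure at 37 °C, with DMSO substituting for the 20 nM CPT used in the parallel screen.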
N370S GC mod: qHTS Assay for Inhibitors and Activators of N370S glucocerebrosidase as a Potential Chaperone Treatment of Gaucher Disease. Lysosomal acid glucosylceramidase (Homo sapiens), P04062. N370S GC spleen homogenate, 4MU-glucoside fluorescence. Potency, µM (titrated, usually from 59.4 µM), for the others: at the top dose activity change, negative = inhibition, most hits filed as inhibitors. 330,000 tested, 0.092% active. AID 2101, 2009;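 further: 0% = full enzyme activity and -100% = no enzyme basal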
TDP1 inh: qHTS Assay for Inhibitors of Tyrosyl-DNA Phosphodiesterase (TDP1); Tyrosyl-DNA phosphodiesterase 1 (Homo sapiens), Q9NUW8; recombinant TDP1, AlphaScreen DNA substrate cleavage; Potency, µM (top dose mostly 130 µM), for the others: at the highest dose activity change, negative = inhibition, actives largely listed as inhibitors; 350,000 tested, 0.28% active; AID 485290, 2010; further: nearly all actives have a fitted effect of over 40% in size
Target sequence (Q9NUW8 whole entry, looked up): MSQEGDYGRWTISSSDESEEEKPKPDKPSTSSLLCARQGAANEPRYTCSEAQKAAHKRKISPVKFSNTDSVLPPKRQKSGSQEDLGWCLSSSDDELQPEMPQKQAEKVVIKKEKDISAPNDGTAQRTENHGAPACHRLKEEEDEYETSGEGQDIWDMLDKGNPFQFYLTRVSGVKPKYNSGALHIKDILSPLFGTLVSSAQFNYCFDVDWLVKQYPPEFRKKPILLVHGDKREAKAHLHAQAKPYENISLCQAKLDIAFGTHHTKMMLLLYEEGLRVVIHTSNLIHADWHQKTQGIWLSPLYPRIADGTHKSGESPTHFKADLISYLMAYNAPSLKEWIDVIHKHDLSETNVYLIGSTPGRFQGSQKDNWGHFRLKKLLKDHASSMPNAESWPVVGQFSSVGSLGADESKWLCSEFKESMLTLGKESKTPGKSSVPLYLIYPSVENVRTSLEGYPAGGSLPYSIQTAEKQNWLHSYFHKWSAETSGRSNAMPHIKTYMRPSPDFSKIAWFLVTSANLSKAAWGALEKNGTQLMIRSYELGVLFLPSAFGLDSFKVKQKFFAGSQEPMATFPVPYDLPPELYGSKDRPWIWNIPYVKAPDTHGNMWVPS
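Recombinant human Tdp1 (E. coli-expressed, 1 nM final) preincubated with compounds 15 min at room temperature, then 5'-biotin/3'-phosphotyrosine-FITC DNA substrate (15 nM final) added for 5 min. AlphaScreen beads (10 ug/ml final) added 10 min; cleavage lowers signal.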
* marks the source's active call; other numbers are inactive results; ? = inconclusive; / = no result given; & = joins results of further samples; [ ] = dose if it differs, or a comment. The call rests on the fitted dose curve; in most records, active means well fitted curve in the direction sought with a large enough effect; inconclusive means small, poorly fitted or top-dose-only effect, or another doubt; inactive means no such curve, though single readings can be large; an effect the other way counts as inactive or inconclusive. Unless noted, on the % scale 0 is the no-effect control and ±100 the full control effect; potency means the concentration at half of the fitted maximal effect. Only part of the results is shown (hit frequency here may not be typical).

SMILES	TDP1 cell noCPT	N370S GC mod	TDP1 inh
Cc1nnc(N2CCC(C(=O)N3CCCCC3)CC2)c2nn(-c3ccccc3)c(C)c12	?	/	-6%
CCOC(=O)CSc1ccc(C(=O)NCCN2CCOCC2)cc1[N+](=O)[O-]	4%	-10%	/
CCOC(=O)N1CCN(S(=O)(=O)N2CCCC(C(=O)NC(C)c3ccccc3)C2)CC1 (configuration not stated)	-4%	-27%	0%
CN(c1ccccc1)S(=O)(=O)c1cccc(NC(=O)Nc2ccc(Cl)cc2C#N)c1	23µM*	2%	0%
Cn1c(SCC(=O)NCCc2ccccc2)nc2c([nH]c3ccccc32)c1=O	-4%	3%	-1%
CC(=O)N(c1cccc(Br)c1)c1nc(C)cc(C)c1C#N	-12%	0%	1%
COc1ccc(C(=O)CCC(=O)Nc2cccnc2)cc1	-1%	7%	5%
CCCCC(=O)Nc1ccc(C(=O)OCc2cc(=O)n3ccsc3n2)cc1	16µM*	/	-1%
CCC(=O)N1CCc2cc(Br)cc(S(=O)(=O)N3CCCC(C(=O)NCc4cccc(OC)c4)C3)c21 (configuration not stated)	?	/	-2%
CC(NC(=O)CCNC(=O)c1ccco1)c1ccc(F)cc1 (configuration not stated)	19%	-10%	-4%
NC(=O)CSc1nnc(-c2ccncc2)n1-c1ccc(Cl)cc1	-9%	2%	8%
CN(C)S(=O)(=O)c1cc(NC(=O)CSc2nn(-c3ccc(Cl)cc3)c(=S)s2)ccc1Cl	?	0%	11%
COc1ccc(C2(O)C(=O)Nc3ccccc32)cc1 (configuration not stated)	-7%	-8%	/
CSc1ccc(S(=O)(=O)NCC(=O)OCC(=O)N2CCCCC2C)cc1[N+](=O)[O-] (configuration not stated)	2%	-1%	-2%
CCOC(=O)Cn1c(-c2cccnc2Cl)nc2ccccc21	1%	-1%	11%
Cc1cc(NC(=O)CSc2nc3[nH]c(=O)cc(O)c3s2)ccc1Br	9%	3%	1%
Cc1ccc2c(c1)c1c(n2CC(O)CN2CCCCCC2)CCCC1 (configuration not stated)	15µM*	-19%	/
Cc1ccc(-c2nc3nc(C)cc(N4CCN(c5cccc(C)c5C)CC4)n3n2)cc1	-4%	/	2%
O=C(CN(C(=O)CCC(=O)Nc1nccs1)c1ccccc1F)NCCc1ccccc1	-28%	-13%	-5%
CC(C)c1ccc(NC(=O)Nc2cc3sccc3n2C)cc1	?	-3%	8%
O=C(NCc1ccccc1)c1ccc(S(=O)(=O)C(F)F)cc1	-23%	-4%	6%
Cc1ccc(-n2ncc3c2CC(C)(C)CC3NC(=O)c2ccccn2)cc1 (configuration not stated)	?	-1%	1%
Cc1c(CCC(=O)O)c(=O)oc2cc(O)ccc12	-14%	?	2%
CCc1c(C)nc(SCC(=O)N2CCCCC2C)[nH]c1=O (configuration not stated)	-12%	13%	/
Cc1ccc(C)c(SCC(=O)NC(=O)NCc2ccccc2)c1	-19%	?	3%
Cc1c(C(=O)NN)nc2ccccn12	-3%	3%	8%
Cc1ccc(C2(O)C(=O)c3ccccc3C2=O)c(O)c1C	?	8%	50µM*
COc1ccc(CN2CCC(=O)N([C@H](CO)Cc3ccccc3)CC2)cc1OC	?	-14%	/
c1cnc(SCCCOc2ccc3ccccc3c2)nc1	0%	9%	/
COCCNC(=O)C(C)OC(=O)C1=Cc2ccccc2OC1 (configuration not stated)	2%	-14%	3%
CC(=O)c1ccc(S(=O)(=O)N2CCn3cccc3C2c2ccc(F)c(F)c2)cc1 (configuration not stated)	21µM*	/	5%
C[C@@]12C(=O)N(Cc3ccco3)CC(=O)N1[C@H]1c3cc(Cl)ccc3OC[C@@H]1[C@@H]2c1ccccc1	?	/	5%
Cc1nc(NCCCn2ccnc2)c2oc3ccccc3c2n1	-18%	3%	-1%
COc1ccc(NS(=O)(=O)c2ccc(-c3cnc(C4CC4)o3)cc2)cc1OC	1.6µM*	0%	7%
O=C(NCCCN1CCN(c2ccccc2)CC1)c1ccc2nc(CCc3ccccc3)oc2c1	4.6µM*	/	8%
COc1ccccc1N1CCN(C(=O)Cn2ncc3c(=O)oc4ccc(C)cc4c32)CC1	?	/	6%
O=C(NCCN1CCN(S(=O)(=O)c2ccc([N+](=O)[O-])cc2)CC1)C(=O)Nc1ccccc1	2%	2%	2%
O=C(CC1Nc2ccccc2NC1=O)NC1CCCCC1 (configuration not stated)	-21%	-1%	4%
O=C(/C=C/c1ccc(Cl)cc1)NC1CC2CCC1C2 (configuration not stated)	?	-1%	3%
CCCCNC(=O)CNC(=O)c1nn(-c2ccc(OC)c(Cl)c2)c(=O)c2ccccc12	?	-5%	/
CC(Oc1ccccc1)C(=O)Nc1cccc(-c2nc3ccccc3[nH]2)c1 (configuration not stated)	?	-7%	7%
COc1ccc(C(=O)N2CCC(C(N)=O)CC2)cc1S(=O)(=O)N1CCCC1	5%	/	1%
COc1ccc(C2C3=C(CC(C)(C)CC3=O)N(CCN3CCOCC3)C3=C2C(=O)CC(C)(C)C3)cc1	5%	9%	/
CCC(=O)N1c2ccc(S(=O)(=O)N3CCN(c4ccc([N+](=O)[O-])cc4)CC3)cc2CC1C (configuration not stated)	7.3µM*	-3%	4%
CCN(CC)CCN1C(=O)C(O)=C(C(C)=O)C1c1ccccc1[N+](=O)[O-] (configuration not stated)	?	-5%	/
O=C(COC(=O)/C=C/c1cccs1)Nc1ccc(Cl)cc1F	-24%	/	-1%
O=C(NC1CS(=O)(=O)CC1NCc1ccccc1)c1ccccc1 (configuration not stated)	1%	9%[2.35 µM]	2%
CCN(CC)C(=O)CC(c1ccccc1)c1ccco1 (configuration not stated)	-21%	-3%	0%
COc1ccc(NC(=O)CC(c2ccccc2)c2ccco2)cc1 (configuration not stated)	16µM*	11%	-5%
COc1ccc(/C=N/NC(=O)c2ccc(Br)cc2)cc1Cn1cc(Cl)cn1	?	-6%	-1%
Further compounds
SMILES	TDP1 cell noCPT	N370S GC mod	TDP1 inh
COc1ccccc1N1CCN(C(=O)C2CCN(S(=O)(=O)c3ccc4c(c3)CC(C)N4C(C)=O)CC2)CC1 (configuration not stated)	12µM*	-3%	5%
C#CCn1cc(/C=N/NC(=O)COc2cccc3cccnc23)c2ccccc21	?	5%	0%
CCNC(=O)CN(c1ccc(F)cc1)S(=O)(=O)c1ccc2c(c1)OCCO2	2%	?	-6%
COc1ccc(NC(=O)CSc2nc(C)cs2)c(OC)c1	17%	-3%	-1%
CN(c1cccc(NC(=O)c2ccccc2N(C)S(C)(=O)=O)c1)S(C)(=O)=O	8%	2%	1%
COc1ccc(C(=O)Nc2ccc(C(=O)N3CCCC3)cc2)cc1[N+](=O)[O-]	4%	-12%	0%
COc1ccc(C2CC(c3cccc(OC)c3)n3nc(N)nc3N2)cc1 (configuration not stated)	-10%	-4%	8%
COc1c(-c2coc3cc4c(cc3c2=O)CC(OC(C)=O)C(C)(C)O4)ccc2c1C=CC(C)(C)O2 (configuration not stated)	0.92µM*	?	10%[56.1 µM]
FC(F)(F)c1ccccc1-n1c(CN2CCCCC2)n[nH]c1=S	-19%	-6%	-4%
COc1ccc(S(=O)(=O)N(CC(=O)NCc2cccnc2)c2ccc(C)cc2)cc1OC	-30%	-3%	/
O=C(CN1CCSC1=NCc1ccccc1)c1ccc(Cl)c(Cl)c1	?	-4%	-1%
Cc1cc(=O)n2nc(N3CCC(C(=O)Nc4c(F)c(F)c(F)c(F)c4F)CC3)sc2n1	7%	-16%	-1%
Fc1ccc(N=Cc2ccc[nH]2)cc1	22%	-12%	-13%
O=C(O)C(NC(=O)C1CCCN1C(=O)OCc1ccccc1)c1ccccc1 (configuration not stated)	-1%	-4%	/
Cc1cccc(/C=N\NC(=O)c2ccc(Cl)cc2)c1O	?	-15%	6%
CCOC(=O)C(=NC(C)(C)C)NNc1cc(Cl)ccc1Cl	?	5%	2%
CC(=O)Nc1ccc(Nc2ncnc3c2cnn3-c2ccccc2)cc1	?	21%	3%
CC(O)c1nc2ccccc2n1CCCOc1ccccc1 (configuration not stated)	16µM*	-6%	/
Cc1ccc(C(=O)Nc2cccc(C(=O)N/N=C/c3ccc(O)cc3)c2)cc1	-27%	-12%	0%
COc1ccc(Cl)cc1NC(=O)CN(C)C(=O)c1cc(C)oc1C	15%	/	3%
Cc1ccc(N2C(=O)CSC23C(=O)N(CC(=O)Nc2ccc(C(C)C)cc2)c2ccccc23)cc1C (configuration not stated)	?	/	-2%
O=C(N/N=C/c1cccc([N+](=O)[O-])c1)C1CC1c1ccccc1 (configuration not stated)	-18%	15%	3%
OCC1(CCc2ccccc2)CCCN(CCCC(F)(F)F)C1 (configuration not stated)	0%	-19%	1%
Cc1ccc(-n2c(C)cc(=O)cc2C)c(C)c1	-13%	-12%	-2%
Cc1ccc(Cn2c(=O)oc3ccccc32)cc1	8%	6%	0%
COC(=O)C1CCN(Cc2ccc(C)cc2)CC1	-3%	19%	0%
Cc1cccc(NC(=O)c2ccccc2[N+](=O)[O-])n1	9%	6%	7%
Cc1ccc(CN(C(=O)c2ccccc2[N+](=O)[O-])c2ccccn2)cc1	12µM*	/	-2%
Cc1ccc(-c2ccc(OCC(=O)N3CCOCC3)cc2)cc1	?	9%	-2%
CC(CN1CCN(c2ccccc2)CC1)c1ccccc1 (configuration not stated)	-17%	-15%	9%
COC(c1ccccc1)(c1ccccc1)C(Oc1nccc(C)n1)C(=O)O (configuration not stated)	4%	-1%	/
COc1cc2c(cc1NC(=O)COC(=O)CNS(=O)(=O)c1ccc(C)cc1)oc1ccccc12	-26%	18%	4%
O=C(NCc1ccccc1)N1CCC(c2nc3ccccc3[nH]2)CC1	-11%	5%	2%
Cc1ccc(C(=O)OCC(=O)c2ccc(Cl)s2)s1	3%	-10%	9%
COCCNC(=O)[C@H]1N2C(=O)c3ccccc3C2SC1(C)C (some centres not stated)	?	-20%	/
CNC(=O)c1ccc(Nc2nnc(-c3ccc(C)c(S(=O)(=O)N(C)C)c3)c3ccccc23)cc1	?	/	0%[12.3 µM]
CCN(C(=O)c1cc2cc3ccc(OC)cc3nc2o1)c1cccc(C)c1	16µM*	/	5%
NCCNC(=O)Cc1ccc(NC(=O)Cc2ccc(Nc3ncnc4c3ncn4[C@@H]3O[C@H](CO)[C@@H](O)[C@H]3O)cc2)cc1	1%&-6%	1%&4%	12%
CN(CCN1CCOCC1)C(=O)CC1C(=O)NCCN1Cc1ccccc1F (configuration not stated)	-4%	-18%	2%
Cc1ccccc1C(=O)N1CCC(C(=O)N2CCCc3ccccc32)CC1	?	/	2%

As a working copy, part of the list above.
SMILES	TDP1 cell noCPT	N370S GC mod	TDP1 inh
Cn1c(SCC(=O)NCCc2ccccc2)nc2c([nH]c3ccccc32)c1=O	-4%	3%	-1%
CC(=O)N(c1cccc(Br)c1)c1nc(C)cc(C)c1C#N	-12%	0%	1%
COc1ccc(C(=O)CCC(=O)Nc2cccnc2)cc1	-1%	7%	5%
CCCCC(=O)Nc1ccc(C(=O)OCc2cc(=O)n3ccsc3n2)cc1	16µM*	/	-1%
CCC(=O)N1CCc2cc(Br)cc(S(=O)(=O)N3CCCC(C(=O)NCc4cccc(OC)c4)C3)c21 (configuration not stated)	?	/	-2%
CC(NC(=O)CCNC(=O)c1ccco1)c1ccc(F)cc1 (configuration not stated)	19%	-10%	-4%
NC(=O)CSc1nnc(-c2ccncc2)n1-c1ccc(Cl)cc1	-9%	2%	8%
CN(C)S(=O)(=O)c1cc(NC(=O)CSc2nn(-c3ccc(Cl)cc3)c(=S)s2)ccc1Cl	?	0%	11%
COc1ccc(C2(O)C(=O)Nc3ccccc32)cc1 (configuration not stated)	-7%	-8%	/
CSc1ccc(S(=O)(=O)NCC(=O)OCC(=O)N2CCCCC2C)cc1[N+](=O)[O-] (configuration not stated)	2%	-1%	-2%
CCOC(=O)Cn1c(-c2cccnc2Cl)nc2ccccc21	1%	-1%	11%
Cc1cc(NC(=O)CSc2nc3[nH]c(=O)cc(O)c3s2)ccc1Br	9%	3%	1%
Cc1ccc2c(c1)c1c(n2CC(O)CN2CCCCCC2)CCCC1 (configuration not stated)	15µM*	-19%	/

Next part:
SMILES	TDP1 cell noCPT	N370S GC mod	TDP1 inh
COc1ccc(/C=C2/SC(=S)NC2=O)cc1OCc1ccccc1	-27%	0%	-2%
CN1CCN(S(=O)(=O)c2ccc(NC(=O)c3cccc(F)c3)cc2)CC1	1%	-5%	2%
CC(NS(=O)(=O)c1ccc([N+](=O)[O-])cc1)C(c1cccs1)N1CCOCC1 (configuration not stated)	-27%	1%	5%
O=C(NCC1CCCO1)c1cnc(Cl)c(Cl)c1 (configuration not stated)	-13%	-6%	/

Compound activity deposited in PubChem BioAssay by National Center for Advancing Translational Sciences (NCATS).
